TRPC4 potent: allosteric potentiators of mouse TRPC4 channel; HEK293 TRPC4beta/mu-opioid, DAMGO EC20, Fluo-4 Ca2+ flux; active compounds read high; B-score at 10 µM; AID 2227; 310,000 tested, 0.42% active;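 active means B-score of calcium response area above 5 SD of library B-scores, with initial fluorescence ratio within 5 SD of library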;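 further: B-score of integrated fluorescence ratio over time as area under calcium response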
MrgX1 antagonist: antagonists of human MrgX1 receptor; Q96LB2; MRGX1-HEK293 calcium flux, Fluo-4, BAM8-22 antagonism; active compounds read low; B-score at 10 µM; 310,000 tested, 1.3% active; AID 588676;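 active means calcium-response B-score plate-corrected more than 3 library SD below zero, starting fluorescence within 5 deviations, no agonist response on first addition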;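 further: peak minus trough fluorescence over baseline after final BAM8-22 challenge near maximal dose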
TRPC4 agonist: activators of mouse TRPC4 channel. Q9QUQ5. HEK293 TRPC4beta/mu-opioid, Fluo4 calcium fluorescence; active compounds read high. B-score at 10 µM. 310,000 tested, 0.49% active. AID 2237;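 active means B-score above 5 SD of library B-scores, and initial fluorescence ratio not above library mean plus 5 SD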;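 further: positive B-score marks a calcium rise read as TRPC4 activation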
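system = HEK293 cells stably co-expressing mouse TRPC4beta and mu-opioid receptor | schedule = Fluo4 dye loading 45 min at room temperature, 110 s recording | measure = B-scored integrated calcium fluorescence ratio | signal = Fluo4 calcium-sensitive dye fluorescence, kinetic, 1 Hz baseline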
SKKanGAS inh: blocks kanamycin growth of S. pyogenes SKKanGAS strain. BacTiter-Glo, 6 h. inhibition, % at 7.5 µM. 300,000 tested, 1.3% active. AID 1662;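 active means mean replicate score, as percent of positive control median, at least 50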;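 further: strain carries kanamycin resistance gene driven by streptokinase promoter and grows in 40 µg/ml kanamycin; loss of luminescence reflects streptokinase promoter inhibition or plain growth inhibition; 0% = median of DMSO wells and 100% = positive control at its reference dose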
aSyn UTR inh: 5' untranslated region of α-synuclein, MLPCN primary screen | alpha-synuclein 5'UTR reporter, inhibitor activity | inhibition, % (tested at 7.5 µM) | 300,000 tested, 0.82% active | AID 1813; in the data active means inhibition above about 60%;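 further: H4 neuroglioblastoma cells stably carrying SNCA 5'UTR luciferase fusion; 0% = DMSO wells and 100% = positive control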
TRPC6 act: mouse TRPC6 channel activation. Q61143. HEK293-TRPC6 membrane potential dye fluorescence; active compounds read high. B-score at 10 µM. 310,000 tested, 0.13% active. AID 2550;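 active means B-score of the integrated fluorescence ratio above library mean plus 3 SD, and starting fluorescence ratio within library mean plus 5 SD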;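 further: higher score means more depolarization so channel activation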
Target sequence (Q61143 whole entry, looked up): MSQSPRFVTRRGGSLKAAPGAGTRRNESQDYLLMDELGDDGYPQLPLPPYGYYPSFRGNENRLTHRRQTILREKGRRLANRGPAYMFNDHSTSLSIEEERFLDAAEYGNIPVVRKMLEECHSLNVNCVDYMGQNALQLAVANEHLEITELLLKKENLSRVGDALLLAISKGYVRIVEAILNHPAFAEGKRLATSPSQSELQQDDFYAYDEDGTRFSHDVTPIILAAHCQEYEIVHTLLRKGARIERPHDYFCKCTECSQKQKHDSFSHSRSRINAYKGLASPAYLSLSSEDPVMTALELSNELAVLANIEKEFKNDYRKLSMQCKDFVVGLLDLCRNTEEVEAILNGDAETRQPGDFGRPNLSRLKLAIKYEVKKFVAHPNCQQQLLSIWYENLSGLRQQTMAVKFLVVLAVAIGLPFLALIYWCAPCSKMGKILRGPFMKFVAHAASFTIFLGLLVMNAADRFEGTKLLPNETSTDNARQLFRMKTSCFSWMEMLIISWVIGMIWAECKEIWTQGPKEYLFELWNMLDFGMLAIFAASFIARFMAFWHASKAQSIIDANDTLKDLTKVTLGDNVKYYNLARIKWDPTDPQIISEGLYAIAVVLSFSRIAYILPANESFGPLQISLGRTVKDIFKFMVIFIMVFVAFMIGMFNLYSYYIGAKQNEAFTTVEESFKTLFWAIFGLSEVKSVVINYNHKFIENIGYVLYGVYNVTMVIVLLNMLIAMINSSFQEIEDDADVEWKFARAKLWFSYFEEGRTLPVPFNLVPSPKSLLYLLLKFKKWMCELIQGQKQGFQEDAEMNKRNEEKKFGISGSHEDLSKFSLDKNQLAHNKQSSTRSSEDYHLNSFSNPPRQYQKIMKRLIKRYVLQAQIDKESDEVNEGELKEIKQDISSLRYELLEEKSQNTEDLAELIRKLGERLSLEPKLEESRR
HIF activator: HIF pathway transcriptional activation; U2OS HRE-luciferase reporter, luminescence; normalized: DMSO 0%, desferrioxamine 100%; activation, % at 7.5 µM (by protocol); 300,000 tested, 0.32% active;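 active means mean activation of at least 10% of the iron chelator positive control signal, with at least half of replicates also reaching 10%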
TRPC6 inh: mouse TRPC6 channel inhibition; B-score at 10 µM; 310,000 tested, 1.1% active; Q61143; HEK293-TRPC6, membrane potential dye, ACh-evoked depolarization; active compounds read low;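 active means B-score under library mean minus 3 SD, initial fluorescence not abnormally high, positive integrated signal ratio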;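 further: B-score derived from integrated fluorescence ratio over the kinetic read; more negative B-score means stronger inhibition of depolarization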
IEC-6 tox: IEC-6 cytotoxicity, counter-screen for KLF5 inhibitors | luminescence viability | inhibition, % at 5 µM | 290,000 tested, 0.78% active | AID 1825; in the data active means inhibition above about 22%;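 further: 0% = plate median of test compound wells and 100% = cytotoxic reference compound wells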
KLF5 inhibitor: kruppel-like factor 5 inhibition | AID 1700 | DLD-1 KLF5 promoter-luciferase reporter, luminescence | 290,000 tested, 0.23% active | inhibition, % at 5 µM;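 active means inhibition above a per-plate limit of that plate's mean compound inhibition plus 3 SD, cut at about 60% in these data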;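 further: 0% = DMSO wells and 100% = LY294002 at 200 µM; higher means less KLF5 promoter-driven luciferase light; inactives centre near -14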
TRPC4 inh: blocks the mouse TRPC4 cation channel | Q9QUQ5 | HEK293 TRPC4beta/mu-opioid, DAMGO-evoked Fluo4 calcium flux; active compounds read low | B-score at 10 µM | 300,000 tested, 0.39% active | AID 2247;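 active means B-score over 3 SD under the library average, no early fluorescence shift, positive overall ratio signal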
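Signal: kinetic Fluo4 fluorescence imaging of calcium influx. Material: stable TRPC4beta/mu-opioid receptor HEK293 cells. Probe or stimulus: DAMGO in two steps, submaximal then maximal.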
The depositor's hits bear a star; i = inactive; x = no result given.

SMILES | TRPC4 potent | MrgX1 antagonist | TRPC4 agonist | SKKanGAS inh | aSyn UTR inh | TRPC6 act | HIF activator | TRPC6 inh | IEC-6 tox | KLF5 inhibitor | TRPC4 inh
COCCN(C(=O)COC(=O)CCOc1ccccc1C)c1c(N)n(Cc2ccccc2)c(=O)[nH]c1=O | i | i | i | -18 | 3 | i | 0.6 | i | x | x | i
CC(C)COc1ccc(CNC(=S)NCc2ccccc2)cc1 | i | i | i | 2 | -10 | i | 0.1 | i | -7 | -22 | i
Cc1ccc(NC(=O)c2c3c(nc4ccccc24)CCC3)cc1S(=O)(=O)N(C)C | i | i | i | 12 | 18 | i | -0.6 | i | -3 | 16 | i
COc1ccc(/C=N/NC(=O)c2cccnc2)cc1CN1CCOCC1 | i | i | i | 11 | 4 | i | 0.1 | i | 9 | 14 | i
CCCN(CCC)CC(O)Cn1cc(/C=C/C(=O)c2cccs2)c2ccccc21 (stereo not drawn) | i | i | i | -2 | -30 | i | 0.0 | -11* | -5 | -38 | i
CCCCN(C(=O)CCNC(=O)NC12CC3CC(CC(C3)C1)C2)c1c(N)n(CCC)c(=O)[nH]c1=O | i | i | i | -6 | 16 | i | -0.3 | i | x | x | i
CCn1c(C)nc2cc(C(=O)NNC(=S)Nc3ccc(Cl)cc3)ccc21 | i | i | i | 2 | -17 | i | 0.6 | i | -7 | -35 | i
O=C(Nc1ncc2c(n1)-c1ccccc1CC2)c1ccc(Cl)cc1 | i | -5.2* | i | -3 | 19 | i | -0.7 | i | 3 | -10 | i
Cc1ccc2nc(SCC(=O)Nc3nonc3C)[nH]c2c1 | i | i | i | -7 | 1 | i | 0.3 | i | 2 | 5 | i
COc1cc(OC)cc(C(=O)OCC(=O)Nc2cccc(C(C)=O)c2)c1 | i | i | i | -3 | 2 | i | 0.4 | i | -7 | 5 | i
CCc1cc2c(NCc3ccco3)ncnc2s1 | i | i | i | 0 | -6 | i | 0.2 | i | 2 | -36 | i
CC(C)N(C(=S)Nc1cccc(S(=O)(=O)N(C)C)c1)c1ccccc1 | i | i | i | -2 | -3 | i | -1.9 | i | -1 | -47 | i
CC1(C(=O)NC2CCCCCCC2)CCC(=O)N1Cc1cccs1 (stereo not drawn) | i | i | i | -1 | 0 | i | -0.5 | i | 0 | -16 | i
COc1ccc([N+](=O)[O-])cc1N1C(=O)c2cccc3cccc(c23)C1=O | i | i | i | 1 | 8 | i | -0.5 | i | -5 | 3 | i
Cc1nc(-c2ccc(C#N)cc2)cs1 | i | i | i | 0 | -17 | i | -0.1 | i | 8 | -5 | i
COC(=O)c1sccc1NC(=O)c1csc2c1CCCC2 | i | i | i | 7 | x | i | x | i | 2 | -38 | i
CSc1ccc(CNC(=O)C(C)n2nc(C)c3c(C)n(-c4ccccc4)nc3c2=O)cc1 (stereo not drawn) | i | i | i | 0 | -4 | i | -0.4 | i | 2 | -25 | i
Cc1c(C(=O)O)sc2nc(/C=C/c3cccc(F)c3)[nH]c(=O)c12 | i | i | i | 13 | 5 | i | -11 | i | -7 | -16 | i
CC(=O)Nc1ccc(NC(=S)NC(=O)c2oc3ccccc3c2C)cc1 | i | i | i | 14 | -50 | i | -0.2 | i | 1 | -13 | i
CCOC(=O)c1c(S(=O)(=O)Nc2ccc(CN3CCC(C)CC3)cc2)c(C)n(C)c1C | i | i | i | -1 | -23 | i | 0.0 | i | 4 | -14 | i

2 entries picked at random from those above:
SMILES | TRPC4 potent | MrgX1 antagonist | TRPC4 agonist | SKKanGAS inh | aSyn UTR inh | TRPC6 act | HIF activator | TRPC6 inh | IEC-6 tox | KLF5 inhibitor | TRPC4 inh
COC(=O)c1sccc1NC(=O)c1csc2c1CCCC2 | i | i | i | 7 | x | i | x | i | 2 | -38 | i
O=C(Nc1ncc2c(n1)-c1ccccc1CC2)c1ccc(Cl)cc1 | i | -5.2* | i | -3 | 19 | i | -0.7 | i | 3 | -10 | i

(cont.)
SMILES | TRPC4 potent | MrgX1 antagonist | TRPC4 agonist | SKKanGAS inh | aSyn UTR inh | TRPC6 act | HIF activator | TRPC6 inh | IEC-6 tox | KLF5 inhibitor | TRPC4 inh
Cc1cc(C)c2nc(N)sc2c1 | i | i | i | -7 | -15 | i | 0.5 | i | -1 | -3 | i
COc1ccc(CC(=O)N2CCCc3ccccc32)cc1OC | i | i | i | -3 | -2 | i | -1.4 | i | -7 | -2 | i
O=C(NCc1ccccc1)c1ccc2nnsc2c1 | i | i | i | 5 | 6 | i | -0.2 | i | -7 | -32 | i
CC1CCc2c(sc(NC(=O)c3ccco3)c2C(=O)O)C1 (stereo not drawn) | i | i | i | 10 | -18 | i | 1.5 | i | 8 | 7 | i
Cc1ccc(/C=N/NC(=O)c2sccc2OCc2ccc(F)cc2)cc1 | i | i | i | 10 | -55 | i | 4.3 | i | 8 | 12 | i
Cc1ccc(-n2nnnc2SCC(=O)NC(C(=O)O)(c2ccccc2)c2ccccc2)cc1C | i | i | i | 0 | 7 | i | -0.2 | i | 5 | 1 | i
Cc1ccc(Cl)cc1NC(=O)C(Cc1ccccc1)N1C(=O)C2C3CCC(C3)C2C1=O (stereo not drawn) | i | i | i | -3 | 22 | i | 0.1 | i | -2 | 12 | i
Nc1nccnc1C(=O)OCC(=O)NCCc1ccc(S(N)(=O)=O)cc1 | i | i | i | -1 | 18 | i | -2.0 | i | x | x | i
OCCC1CN(Cc2ccc(-c3ccco3)cc2)CCN1Cc1ccsc1 (stereo not drawn) | i | i | i | 6 | 16 | i | -0.7 | i | 7 | -16 | i
CCOC(=O)c1c(C)[nH]c(C(=O)N2CCN(c3ccc(OC)cc3)CC2)c1C | i | i | i | 7 | -13 | i | 0.3 | i | 5 | -12 | i
O=C(/C=C/c1cccc([N+](=O)[O-])c1)NCCSCc1ccccc1Cl | i | i | i | 0 | 18 | i | 0.1 | i | 1 | -39 | i
CC(C)(C)c1ccc(NC(=O)c2c(F)cccc2Cl)cc1 | i | i | i | 0 | -101 | i | 0.4 | i | 19 | -16 | i
O=C(COc1ccc(Br)cc1)NC(=S)Nc1ccccc1N1CCOCC1 | i | i | i | 5 | 8 | i | -0.5 | i | -1 | -25 | i
O=C1Nc2ccccc2/C1=C/c1ccnc2ccccc12 | i | i | i | -17 | -3 | i | -0.3 | i | -4 | -35 | i
Cc1[nH][nH]c(=O)c1C(c1ccc(-c2ccc(F)cc2)o1)c1c(C)[nH][nH]c1=O | i | i | i | 1 | -28 | i | -0.3 | i | 6 | -37 | i
COc1ccc(C(=O)Nc2n[nH]c(-c3ccncc3)n2)cc1 | i | i | i | -3 | -45 | i | -0.5 | i | 1 | -5 | i
N#CC1=C(SCC(=O)Nc2ccccc2)NC(=O)CC1c1ccco1 (stereo not drawn) | i | i | i | -8 | -141 | i | 4.3 | i | 7 | -54 | i
Cc1ccc(NC(=O)CN(C)C(=O)Cn2ccsc2=N)cc1 | i | i | i | 2 | 3 | i | -0.2 | i | -5 | -3 | i
CCN(CC)c1ccc(NC(=O)c2cc(OC)cc(OC)c2)c(C)c1 | i | i | i | -2 | -23 | i | -0.2 | i | 78* | 75* | i
COc1cc2c(cc1OC)/C(=C/c1ccc(Cl)cc1)C(=O)OC2 | i | i | i | -8 | 0 | i | -0.2 | i | -3 | 10 | i
Cc1cccc(OCC(=O)Nc2c3c(nn2C(C)(C)C)CS(=O)(=O)C3)c1 | i | i | i | 12 | 0 | i | 0.4 | i | 0 | -4 | i
NCCCC[C@H]1CNC(=S)N1CCc1cc(C(F)(F)F)cc(C(F)(F)F)c1 | i | i | i | 2 | 8 | i | -0.2 | i | 4 | -4 | i
COc1cccc(NC(=O)CSCC(=O)O)c1 | i | i | i | 2 | 5 | i | -0.1 | i | -2 | -26 | i
CCOC(=O)CSc1nnc(NC(=O)CN2CCN(C=O)CC2)s1 | i | i | i | -3 | 1 | i | -0.6 | i | -4 | -23 | i
O=C(CSc1nnc(-c2ccccc2)c(-c2ccccc2)n1)N1CCc2ccccc21 | i | i | i | 8 | -27 | i | 0.2 | i | 1 | -8 | i
COc1ccc(CNc2oc(-c3cccc4ccccc34)nc2P(=O)(OC)OC)cc1 | i | i | i | 21 | 11 | i | 0.2 | i | -6 | -9 | i
CCN(C(=O)C12CC3CC(CC(C3)C1)C2)C1CCS(=O)(=O)C1 (stereo not drawn) | i | i | i | 1 | -6 | i | 2.6 | i | x | x | i
O=C(C1CCN(c2ncnc3c2nc2n3CCCCC2)CC1)N1CCN(c2ccccc2F)CC1 | i | i | i | 4 | -3 | i | 0.6 | i | -1 | -13 | i
COC(=O)CSc1nccc(C)n1 | i | i | i | -19 | -1 | i | 0.1 | i | -2 | -38 | i
Cc1ccc(OCCNC(=O)C2CCCCC2)cc1 | i | i | i | 4 | 4 | i | 0.3 | i | -2 | -44 | i
O=C(NC(=O)N1CCSCC1)c1c(Cl)cccc1Cl | i | i | i | -1 | -13 | i | 0.2 | i | -2 | -13 | i
CC(/C=N/NC(=O)Cn1cnc2c1c(=O)n(C)c(=O)n2C)=C\c1ccco1 | i | i | i | -6 | x | i | x | i | -8 | -30 | i
CS(=O)(=O)c1ccc2nc(NC(=O)Oc3ccccc3)sc2c1 | i | i | i | 7 | -2 | i | 0.1 | i | -1 | -11 | i
CN(c1cccc(NC(=O)c2ccc(Cl)c(S(=O)(=O)Nc3ccccc3)c2)c1)S(C)(=O)=O | i | i | i | 7 | 21 | i | 0.0 | i | 7 | -14 | x
O=C(NCCc1ccccc1)C(c1cccs1)N(C(=O)c1csnn1)C1CC1 (stereo not drawn) | i | i | i | 0 | 17 | i | -0.8 | i | -1 | -16 | i
CC(=O)N1c2ccc([N+](=O)[O-])cc2NC(=O)CC1C (stereo not drawn) | i | i | i | -1 | 29 | i | -0.2 | i | 1 | -11 | i
COc1ccccc1NC(=O)N1CCCC1C(=O)Nc1nnc(C(C)C)s1 (stereo not drawn) | i | i | i | -1 | 4 | i | -0.3 | i | -3 | 7 | i
CS(=O)(=O)N1N=C(c2ccco2)CC1c1ccc(Cl)cc1Cl (stereo not drawn) | i | i | i | -6 | -12 | i | -1.0 | i | 0 | -5 | i
Cc1ccc(CNC(=O)c2ccc3c(=O)n(CCCN4CCCC4=O)c(=S)[nH]c3c2)cc1 | i | i | i | 4 | 0 | i | 0.2 | i | -5 | -16 | i
O=C(CSc1nnc(-c2ccco2)o1)N1CCCCC1 | i | i | i | 1 | -95 | i | 1.5 | i | -2 | -131 | i
Cc1ccccc1CC(=O)NC1CCCCCC1 | i | i | i | 0 | -22 | i | -39 | i | -7 | -10 | i
O=C(N/N=C/c1ccccc1F)C(=O)N1CCCCCC1 | i | i | i | -15 | 5 | i | 0.8 | i | 0 | -20 | i
CCOC(=O)CON1C(=O)C(=O)N(OCC(=O)OCC)[C@H]2CCCC[C@H]21 | i | i | i | -6 | -9 | i | -0.2 | i | -5 | -11 | i
